High-throughput results as filed in PubChem BioAssay.
NTR1 agonist: agonists of NTR1, primary screen, imaging, U2OS cells, beta-arrestin-GFP, high content (AID 493036). Neurotensin receptor type 1 (Homo sapiens), P30989. NTR1-U2OS beta-arrestin-GFP spot imaging, agonist mode. activation, % at 20 µM. hit rate 0.17% among 330,000;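 active = activation at or above 40% of the spot to cytoplasm intensity ratio, with at least 20 cells analyzed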;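 note: 0% = DMSO without peptide and 100% = 100 nM NTR1 peptide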
Target sequence (P30989 whole entry, looked up): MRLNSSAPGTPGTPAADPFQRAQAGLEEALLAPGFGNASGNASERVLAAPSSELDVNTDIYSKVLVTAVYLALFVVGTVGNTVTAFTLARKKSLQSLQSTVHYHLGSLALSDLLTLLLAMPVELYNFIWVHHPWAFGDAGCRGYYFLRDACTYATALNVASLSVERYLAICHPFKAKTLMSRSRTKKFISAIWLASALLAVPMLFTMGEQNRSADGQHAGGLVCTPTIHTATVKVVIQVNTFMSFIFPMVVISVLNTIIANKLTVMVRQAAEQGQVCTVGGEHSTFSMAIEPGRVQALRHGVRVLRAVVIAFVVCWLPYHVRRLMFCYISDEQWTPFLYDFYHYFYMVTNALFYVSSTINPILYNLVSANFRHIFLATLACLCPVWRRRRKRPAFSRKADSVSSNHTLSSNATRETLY
K1F lysis inhibition: inhibition of K1F phage lysis, E. coli UTI89, bacterial capsule biogenesis inhibitors, alamar blue (AID 488966); E. coli UTI89 K1F phage lysis, alamar blue, 2 h; higher % means a stronger effect; inhibition, % at 100 µM; hits with a dose series show IC50 in µM; hit rate 0.02% among 340,000;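 active = phage lysis inhibition, versus mean bacterial control, above a set limit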;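 note: capsule biogenesis inhibitors block K1F phage lysis so surviving cells raise fluorescence; higher fluorescence means more inhibition of phage lysis; actives were called in the ten point dose series up to 300 µM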
HIV peptide binding: inhibitors of HIV fusion peptide binding, primary screen, biochemical, uHTS, fluorescence dequenching (AID 1986); cell-free peptide binding, fluorescence dequenching, 30 min; higher % means a stronger effect; inhibition, % at 20 µM, or IC50 in µM where a hit was titrated; hit rate 0.3% among 290,000; in the data active = inhibition mostly above about 52%, no sharp cut-off; inactive = mostly below about 76%; note: some results filed as inactive read as strong as hits
AID2073: inhibitors of Mint1-CaV2.2 protein interaction, biochemical, HTRF (AID 2073); HTRF protein-protein interaction, Mint1-CaV2.2; higher % means a stronger effect; hit rate 0.19% among 290,000; Voltage-dependent N-type calcium channel subunit alpha-1B (Homo sapiens); inhibition, % at 20 µM, or IC50 in µM where a hit was titrated; in the data active = inhibition mostly above about 51%, no sharp cut-off; note: some results filed as inactive read as strong as hits
NS5 inhibitors: Dengue-2 NS5 methyltransferase inhibitors, primary screen, biochemical, confirmation dose response (AID 588689); hit rate 0.3% among 340,000; Genome polyprotein (Dengue virus type 2 (strain 16681-PDK53)); Dengue-2 NS5 methyltransferase capping enzyme assay, biochemical; higher % means a stronger effect; inhibition, % at 25 µM, or IC50 in µM where a hit was titrated; in the data active = a potency from the dose series
GPR55 activation: GPR55 agonists via beta-arrestin recruitment, primary screen, imaging, U2OS cells, beta-arrestin-GFP redistribution (AID 1961). G-protein coupled receptor 55 (Homo sapiens). U2OS GPR55 beta-arrestin-GFP redistribution imaging; higher % means a stronger effect. activation, % at 10 µM, or EC50 in µM where a hit was titrated. hit rate 0.048% among 290,000;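 active = activation above 40% with more than 50 cells counted in the well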;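 note: U2OS osteosarcoma cells stably expressing GPR55 and beta-arrestin-GFP; plate controls were DMSO negative control for no effect and LPI positive control for full effect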
GPR55 antagonists: GPR55 antagonists blocking LPI-driven arrestin recruitment, primary screen, imaging, U2OS, beta-arrestin-GFP, LPI agonist (AID 2013); hit rate 0.13% among 290,000; U2OS GPR55 beta-arrestin-GFP translocation imaging, LPI antagonism; higher % means a stronger effect; inhibition, % at 10 µM, or IC50 in µM where a hit was titrated;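 active = spots per cell inhibited over 60%, with over 100 cells counted and total cytoplasm intensity under 500,000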;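 note: U2OS cells stably carrying GPR55 and arrestin-GFP stimulated by 5 µM LPI near EC80; imaged beta-arrestin-GFP aggregate spots per cell after agonist stimulation; plate controls were LPI-stimulated DMSO wells for no effect and DMSO wells without LPI for full effect; some results filed as inactive read as strong as hits; confirmed hits need IC50 under 10 µM and bright autofluorescent wells are also inconclusive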
GPR35 antagonists: GPR35 antagonists blocking zaprinast-driven arrestin recruitment, primary screen, imaging, U2OS, beta-arrestin-GFP, zaprinast agonist (AID 2058); U2OS GPR35 beta-arrestin-GFP translocation imaging, zaprinast antagonism; higher % means a stronger effect; inhibition, % at 10 µM, or IC50 in µM where a hit was titrated; hit rate 0.052% among 290,000;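 active = inhibition of at least 50% with at least 30 cells and total cytoplasm GFP at most 10,000,000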
SIAH1 antagonists: Siah-1 peptide-binding antagonists, primary screen, biochemical, fluorescence polarization, rhodamine-plectin, uHTS (AID 1817) | E3 ubiquitin-protein ligase SIAH1 (Homo sapiens) | Siah-1 / rhodamine-plectin peptide fluorescence polarization; higher % means a stronger effect | one-dose displacement, % at 20 µM; IC50 in µM for titrated hits | hit rate 0.02% among 290,000;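 active = displacement of at least 50% at 20 µM, with a fluorescence ratio check between 0.3 and a set limit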;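 note: plate controls were Siah plus tracer with DMSO for no effect and tracer alone without Siah for full effect; strong numbers were not always called active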
NTR1 agonist cell count 20 µM: also measured in NTR1 agonist; calls as there; cell count; measured here: cell count, cytotoxicity flag
NS5 inhibitors pilot replicate: recorded beside NS5 inhibitors, whose call it bears; inhibition, %; measured here: pilot screen replicate inhibition
* = called active by the depositor; / = no result given; & = joins results of further samples; [ ] = another dose, or the depositor's remark.

SMILES	NTR1 agonist	NTR1 agonist cell count 20 µM	K1F lysis inhibition	HIV peptide binding	AID2073	NS5 inhibitors	GPR55 activation	GPR55 antagonists	GPR35 antagonists	SIAH1 antagonists	others
COc1cccc(N2C(=O)C(CC(=O)Nc3ccccc3)N(C3CCCCC3)C2=O)c1 (stereo unspecified)	-0.2	71	6.7%	-2.7%	3%	-4%	-0.1%	6%	-2%	-1%
COc1ccc(CN2CCC(=O)N(CCO)CC2)cc1OC	1.1	63	0.6%	0.5%	14%	-6%	-0.1%	-2%	12%	0%
C/C(=N\Nc1nc2ccccc2s1)c1ccc(Br)s1	9.5	71	0.5%	1.6%	22%	-11%	-0.3%	-27%	45%	1%
CC(=O)c1sc(N/N=C\c2ccccc2O)nc1C	2.6	40	-0.9%	2.7%	9%	-68%	0.1%	-4%	0%	1%
NC1=NC[C@@H](Cc2ccc(O)cc2)N1CCc1cc(C(F)(F)F)cc(C(F)(F)F)c1	-6.1	94	-2.1%	-0.4%	-2%	2%	-0.1%	-1%	24%	0%
CCNc1nc2nonc2nc1NCC	-0.8	58	0.7%	0.7%	-13%	-3%	-0.1%	14%	8%	6%
Cc1cc2ccccn2c1C(=O)c1nc(N2CCOCC2)ncc1Cl	3.1	63	4.0%	-2.3%	-2%	2%	-0.1%	14%	3%	-3%
COc1ccc(-c2nc3c(-c4ccc(F)cc4)cnn3cc2C)cc1F	0.8	44	0.1%	0.1%	7%	0%	0.1%	14%	5%	12%
O=C(Cc1cccc2ccccc12)N/N=C/c1ccc2cccc(O)c2n1	6.3	74	0.1%	-2.6%	5%	2%	-0.1%	10%	3%	13%
CCOC(=O)N1CCN(S(=O)(=O)/C=C/c2ccccc2)CC1	2.7	83	0.3%	2.2%	-6%	-2%	0.1%	7%	1%	2%	NS5 inhibitors pilot replicate=-1.8
O=C(NC(Cc1ccccc1)c1ccc2c(c1)OCCCO2)c1ccccc1 (stereo unspecified)	-0.5	49	4.2%	-0.2%	-5%	-1%	0.0%	-2%	-6%	3%
COc1ccc(-n2c(O)c(/C=N/Nc3nc(C)cc(C)n3)c3ccccc3c2=O)cc1OC	1.1	58	0.5%	-1.9%	-13%	5%	-0.4%	7%	-9%	-9%
CC1CCN(C(=O)CSc2nnc3c(n2)[nH]c2ccc(F)cc23)CC1	-0.8	46	-1.0%	-0.7%	-2%	-4%	-0.2%	0%	12%	2%
CNc1nc2[nH]c(=O)c3c(c2s1)OC(N)=C(C#N)C3c1cccc(F)c1 (stereo unspecified)	1.0	65	1.6%[50 µM]	-0.3%	7%	-21%	0.4%	9%	12%	-3%
O=C(NCc1ccc(C(F)(F)F)cc1)C1CC(c2ccccc2C(F)(F)F)=NO1 (stereo unspecified)	-0.3	46	0.0%	-1.5%	-14%	-2%	-0.2%	-7%	-1%	6%
COc1ccccc1NC(=O)Cn1cnc2c(cnn2-c2ccc(C)c(C)c2)c1=O	1.1	32	0.7%	1.6%	15%	-4%	0.0%	-9%	11%	-3%
CSc1cccc(NC(=O)C2CCCN(c3ncnc4c3nc3n4CCCCC3)C2)c1 (stereo unspecified)	5.5	56	0.2%	-0.6%	-1%	-9%	0.5%	-4%	10%	10%
COc1ccc(-n2cnnc2)cc1	0.3	42	-0.6%	-0.1%	-3%	8%	-0.3%	-4%	8%	-1%
Cc1ccc(NC(C(N)=O)c2c(C)[nH]c(=O)[nH]c2=O)cc1 (stereo unspecified)	-1.6	78	-0.3%	-2.1%	1%	6%	-0.1%	6%	-1%	0%
Cc1nc2ccccc2c(=O)n1/N=C/c1c(O)ccc2ccccc12	6.5	52	0.5%	0.6%	1%	-10%	-0.1%	3%	6%	7%
O=C(CC1Nc2cccc3cccc(c23)NC1=O)Nc1ccc(F)cc1 (stereo unspecified)	-0.2	43	0.0%	60%	28%	23%	-0.2%	-1%	-9%	67%
CCOc1ccccc1-n1c(SCC(=O)N(C(C)C)C(C)C)nnc1-c1cccnc1	-1.1	50	2.7%	3.6%	6%	7%	-0.2%	5%	-9%	2%
COc1ccc(OC(=O)Nc2ccc([N+](=O)[O-])cc2OC)cc1	1.0	80	0.2%	-2.3%	-36%	-10%	-0.2%	-5%	17%	-4%
COc1ccc(CC(=O)Nc2ccc(-c3noc(-c4cc(OC)c(OC)c(OC)c4)n3)cc2)cc1	5.4	59	0.8%	-0.4%	47%	-9%	-0.1%	-3%	-14%	10%
C=CCNC(=O)CCNS(=O)(=O)c1ccc(Br)cc1	-0.9	53	0.5%	-1.9%	-2%	6%	0.0%	42%	-3%	6%
CN1CCN(C(=O)c2ccc(Cl)c(S(=O)(=O)N3CCCCC3)c2)CC1	1.7	56	0.6%	-2.9%	18%	-6%	0.0%	1%	4%	20%
COc1ccc(NC(=O)CSc2nnc(-c3cnccn3)n2C)cc1OC	-0.2	70	0.0%	-1.8%	20%	1%	0.2%	-2%	18%	-2%
CCOc1c2c(nc3ccc(Cl)cc13)CCC2	4.4	54	1.0%	0.7%	4%	2%	0.4%	30%	-2%	7%
c1ccc(-n2c(-c3cccs3)nc3nc4ccccc4nc32)cc1	1.5	71	2.0%[50 µM]	3.1%	26%	-4%	-0.1%	12%	-5%	16%
CCOC(=O)N1CCN(C(=O)c2oc(=O)c3ccccc3c2-c2ccc(C)cc2)CC1	7.7	74	4.6%	-1.5%	-7%	5%	-0.2%	8%	7%	-3%

Reprinted from the part before: two compounds, followed by the next part.
SMILES	NTR1 agonist	NTR1 agonist cell count 20 µM	K1F lysis inhibition	HIV peptide binding	AID2073	NS5 inhibitors	GPR55 activation	GPR55 antagonists	GPR35 antagonists	SIAH1 antagonists	others
c1ccc(-n2c(-c3cccs3)nc3nc4ccccc4nc32)cc1	1.5	71	2.0%[50 µM]	3.1%	26%	-4%	-0.1%	12%	-5%	16%
CCOC(=O)N1CCN(C(=O)c2oc(=O)c3ccccc3c2-c2ccc(C)cc2)CC1	7.7	74	4.6%	-1.5%	-7%	5%	-0.2%	8%	7%	-3%
Cc1cc(C(=O)NCc2ccccc2)c(=O)[nH]c1C	-1.8	75	0.0%	0.6%	15%	2%	-0.2%	8%	-5%	-2%	NS5 inhibitors pilot replicate=1.5
Cc1ccc(-n2c(SCC(=O)NCCN3C(=O)CSC3=O)nnc2-c2ccccc2)cc1	2.8	56	7.8%	-2.0%	-14%	4%	-0.3%	13%	0%	-2%
Cc1ccc2sc(C)[n+](CCO)c2c1	0.5	28	3.0%	2.7%	24%	-12%	0.2%	-1%	4%	-5%
O=C(Nc1ccccc1N1CCOCC1)c1cc2ccccc2o1	4.1	51	0.1%	1.2%	0%	-3%	0.2%	2%	11%	6%
CC(C)COCC(O)CCC(=O)NNC(=S)Nc1ccccc1 (stereo unspecified)	2.3	48	4.7%	-1.9%	25%	37%	-0.6%	3%	-6%	-2%
Cc1ccc(S(=O)(=O)Nc2cc(C(C(=O)OC(C)C)C(=O)C(F)(F)F)c(O)c3ccccc23)c(C)c1 (stereo unspecified)	7.6	60	2.2%	24%	-9%	2%	-0.3%	9%	-4%	9%
COC(=O)c1cc(OC)c(OC)cc1NC(=O)c1ccccc1	-0.5	58	0.3%	-1.7%	-1%	0%	-0.1%	19%	1%	5%
CN(C)CCCNCCCNC(=O)c1ccco1	0.0	82	2.0%&0.5%	-2.3%	-2%	12%&-1%	-0.1%	11%	-8%	4%
COC(=O)Cc1csc(Nc2ccc(F)c(Cl)c2)n1	-0.9	64	3.7%	0.2%	3%	-1%	0.9%	6%	-8%	0%
CC(C)[C@H](NC(=O)c1ccco1)C(=O)OCC(=O)N(C)c1ccccc1	2.9	56	0.2%	-0.4%	-4%	-2%	-0.1%	2%	0%	9%
O=C(CN1C2=NCCN2c2ccccc21)c1cccs1	1.9	39	-13%	-1.5%	2%	-8%	0.1%	8%	18%	-6%
OCC#CCSc1nnc(-c2ccccc2Br)o1	0.5	45	1.4%	-0.5%	3%	-1%	-0.1%	12%	15%	1%
CC(=O)Nc1ccc(C(=O)OCCC(C)C)cc1	0.7	92	-0.3%	-1.3%	0%	4%	0.3%	-9%	-4%	-2%
COC(=O)c1ccc(COc2ccc(-c3nnn(CC(=O)NC(C)(C)C)n3)cc2)cc1	1.0	44	-0.4%	-1.7%	12%	0%	-0.2%	3%	4%	-1%
COc1cccc(N/C(SCc2ccccc2Cl)=C(/C#N)C(=O)NCc2cccs2)c1	2.9	66	-0.4%[50 µM]	2.5%	-3%	-6%	0.3%	13%	11%	5%
CCn1ncc(NC(=S)Nc2ccc(OC)c(OC)c2)c1C(N)=O	-1.2	35	-0.6%	-1.4%	2%	8%	0.2%	-6%	-1%	-2%
COc1ccc(CCC(=O)OCC(=O)c2cccc(OC)c2)cc1	-0.6	57	0.3%	2.2%	-7%	0%	0.3%	15%	-10%	-5%
Cc1ccccc1Nc1nc(N)nc(COC(=O)c2cccc(S(=O)(=O)N(C)c3ccccc3)c2)n1	17	40	1.4%[50 µM]	1.2%	2%	-3%	-0.3%	5%	-10%	-5%
CCNC(=S)N/N=C/c1cc(C)n(-c2ccc(Cl)cc2)c1C	1.4	46	0.4%	0.3%	-3%	-5%	1.2%	20%	-1%	5%
COc1ccc(C(=O)N/C(=C\c2ccc(Cl)cc2)C(=O)NCC2CCCO2)cc1 (stereo unspecified)	0.9	62	0.2%	0.3%	9%	-2%	-0.1%	4%	2%	-5%
CC(C)(C)c1ccc(OC(=O)c2ccc3snnc3c2)cc1	0.3	61	1.5%	-1.3%	0%	-6%	-0.4%	4%	-13%	7%
O=C(c1c[nH]c(C(=O)C(Cl)(Cl)Cl)c1)c1ccccc1Cl	-0.4	45	0.1%	-0.9%	1%	-8%	-0.2%	12%	4%	-1%
CCCCn1c(SCC(=O)O)nc2ccccc21	-2.3	46	1.6%	-2.4%	0%	5%	0.2%	2%	-13%	-7%
N#Cc1ccccc1OCCCN1CCC(Cc2ccccc2)CC1	-0.1	66	0.5%	18%	14%	8%	-0.1%	12%	4%	6%
CC(NS(=O)(=O)c1ccc(OCC(=O)N2CCOCC2)cc1)c1ccccc1 (stereo unspecified)	-1.2	73	0.5%	0.6%	1%	1%	-0.2%	13%	-2%	5%
CCCCCn1nc(C)c2c(C)cc(=O)[nH]c21	0.7	43	0.3%	4.0%	8%	/	-0.1%	-5%	6%	6%
